Screens as filed in PubChem BioAssay.
Tau fibril ThT: tau fibrillization inhibition (ThT binding); Potency, µM (titrated, usually from 57.4 µM), for inactives: at the highest dose activity, negative = inhibition, most hits filed as inhibitors; P10636; hit rate 2.1% among 270,000; recombinant tau K18 P301L, heparin-induced fibrillization, ThT fluorescence; AID 1460; also: % is scaled to controls: 0 for no effect and ±100 for the full control effect; nearly all actives have a fitted effect of over 55% in size
Target sequence (P10636 561-689 P618L limits assumed): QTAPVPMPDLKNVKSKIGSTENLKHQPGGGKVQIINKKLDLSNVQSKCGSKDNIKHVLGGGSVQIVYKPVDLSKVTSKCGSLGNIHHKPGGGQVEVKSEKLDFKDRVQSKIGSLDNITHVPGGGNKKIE
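Tau K18 P301L fragment (15 uM unlabeled plus 0.24 uM Alexa 594-labeled) in 100 mM sodium acetate pH 7 with compound, fibrillization induced by 20 uM heparin for 6 hr at 37 C. Thioflavin T (30 uM) added, fluorescence read after 1 hr (ex 450, em 510 nm).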
HttQ103 aggreg: reduces HttQ103-GFP aggregates in PC12 cells; PC12 HttQ103-GFP aggregates, Acumen cytometry, 40 h; Potency, µM (titrated, usually from 46.1 µM), inactives show top-dose activity change, negative = inhibition, hits mostly inhibitors; hit rate 1.1% among 220,000; also: % is scaled to controls: 0 for no effect and ±100 for the full control effect; nearly all actives have a fitted effect of over 60% in size
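PC12 cells with ecdysone-inducible HTT exon1 Q103-GFP, induced by 100 nM tebufenozide, given compounds in a concentration series. GFP aggregates (1–25 um, 6 SD above background) counted in lysates by laser-scanning cytometry, 488 nm excitation.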
Tau FP inhib: inhibitors of human tau fibril formation; P10636; K18 P301L tau heparin fibrillization, Alexa594 FP, 6 h; Potency, µM (titrated, usually from 57.7 µM), without a hit: at the highest dose activity, negative = inhibition, hits mostly inhibitors; hit rate 0.39% among 280,000; also: % is scaled to controls: 0 for no effect and ±100 for the full control effect; nearly all actives have a fitted effect of over 55% in size
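Steps: dispense K18 P301L tau (15 uM plus 0.24 uM Alexa 594 tracer, final) in pH 7 sodium acetate; add compound; add heparin (20 uM final); incubate 6 hr, 37 C; add ThT (30 uM final); after 1 hr ambient, read FP.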
HTT ATP protect: cytoprotection in Huntington HTT-Q103 PC12 cell model; PC12 HTT-Q103 induced, cytoprotection, ATP luminescence, 40 h; Potency, µM (titrated, usually from 56.4 µM), for inactives: cytoprotection (ATP increase), hits mostly activators; hit rate 0.14% among 230,000;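 also: % of control where 0% means no effect; nearly all actives have a fitted effect of over 45% in size; toxic huntingtin expression switched on by the ecdysone agonist tebufenozide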
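Stable PC12 Q103-GFP cells in serum-supplemented, phenol red-free DMEM; induction by tebufenozide at 100 nM final; compound dose series; cell viability quantified luminescently from ATP.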
JMJD2E inh: inhibitors of human JMJD2E histone demethylase; B2RXH2; JMJD2E catalytic domain, FDH-coupled NADH fluorescence (FDH is formaldehyde dehydrogenase); Potency, µM (highest dose often 57.1 µM), for inactives: at the top dose activity change, negative = inhibition, actives largely listed as inhibitors; hit rate 1.6% among 230,000; active = well fitted inhibition curve with a large enough effect, not every such curve was filed as active; inconclusive = small, poorly fitted or top-dose-only effect, or another doubt; inactive = no such curve, though single readings can be large or run the other way;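 also: 0% = wells with enzyme and -100% = buffer wells without enzyme; nearly all actives have a fitted effect of over 50% in size; many of its hits are not listed in these tables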
Target sequence (B2RXH2 1-337 limits assumed): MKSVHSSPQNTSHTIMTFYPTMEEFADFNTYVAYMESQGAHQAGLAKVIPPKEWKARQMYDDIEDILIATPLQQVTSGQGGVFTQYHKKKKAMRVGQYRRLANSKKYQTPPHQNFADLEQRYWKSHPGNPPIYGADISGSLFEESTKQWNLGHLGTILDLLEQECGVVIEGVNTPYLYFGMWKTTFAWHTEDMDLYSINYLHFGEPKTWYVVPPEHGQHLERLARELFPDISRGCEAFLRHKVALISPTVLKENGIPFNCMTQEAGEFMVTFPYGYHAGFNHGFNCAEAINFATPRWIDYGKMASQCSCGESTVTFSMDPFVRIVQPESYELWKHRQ
ALDH1A1 block: ALDH1A1 (human) enzyme inhibition | Purified ALDH1A1, NADH fluorescence, propionaldehyde substrate | Potency, µM (highest dose often 75.3 µM), inactives show at the highest dose activity, negative = inhibition, usual class: inhibitors | hit rate 7.3% among 220,000; active = well fitted inhibition curve with a large enough effect, not every such curve was filed as active; inconclusive = small, poorly fitted or top-dose-only effect, or another doubt; inactive = no such curve, though single readings can be large or run the other way;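 also: plate controls were no enzyme wells and a reference inhibitor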
SMN2 splice enh: increases expression of the SMN2 splice variant | hit rate 2.8% among 210,000 | AID 1458 | HEK293 SMN2-luciferase splicing reporter, luminescence, 30-36 h | Potency, µM (doses to about 46.1 µM), for inactives: at the highest dose activity change, positive = activation, hits mostly activators; also: % of control where 0% means no effect; nearly all actives have a fitted effect of over 55% in size
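HEK293 cells carry an SMN2 […]–luciferase reporter in which exon 7 inclusion puts luciferase in frame. Cells were plated 10-12 h before compound addition, then incubated 30-36 h at 37C. ONE-Glo luminescence was read; sodium butyrate at 4.5 mM final served as control.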
Tau fluor cs: counter-screen for tau fibril formation inhibitors; Potency, µM (highest dose often 57.7 µM), for inactives: top-dose activity change, negative = decrease; hit rate 0.93% among 280,000; tau K18 P301L (four-repeat tau fragment) Alexa594 fluorescence, heparin fibrillization; also: % is scaled to controls: 0 for no effect and ±100 for the full control effect; nearly all actives have a fitted effect of over 55% in size
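Human K18 P301L tau (15 uM unlabeled plus 0.24 uM Alexa 594-labeled, final) in 100 mM sodium acetate pH 7 was mixed with compound and 20 uM heparin and incubated 6 hr at 37 C.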
An asterisk follows results filed as active; ? = inconclusive; / = no result given; & = joins results of further samples; [ ] = another dose, or the depositor's remark. Unless noted, calls follow the shape of the dose curve; as a rule, active = well fitted curve in the direction sought with a large enough effect; inconclusive = small, poorly fitted or top-dose-only effect, or another doubt; inactive = no such curve, though single readings can be large; an effect the other way counts as inactive or inconclusive. Potency is read from the fitted curve at half-maximal effect. This is a subset; count on the stated rates, not on these rows.

SMILES	Tau fibril ThT	HttQ103 aggreg	Tau FP inhib	HTT ATP protect	JMJD2E inh	ALDH1A1 block	SMN2 splice enh	Tau fluor cs
COc1cc(C(=O)NCCCCCC(=O)O)cc(OC)c1OC	-5%	4%&17%	9%	1%&-1%	2%	3%	-46%[inhibitor]	2%
COc1ccc(S(=O)(=O)Nc2nnc(CC(C)C)s2)cc1	0%	2%&18%&22%	7%	9%&8%&-7%	2%	?	0%	2%
C[C@]12CC[C@H]3C(=CCc4cc(O)ccc43)[C@@H]1CCC2=O	-14%	-13%	9%	/	?	?	-5%	-18%
COc1cc2[nH]c(=O)[nH]c(=O)c2cc1OC	1%	3%[20.6 µM]	1%	-9%	?	?	?	-1%
C[C@]12CC[C@@H]3C(=CCc4cc(O)ccc43)[C@@H]1CCC2=O	/	/	/	-2%[40.3 µM]	-28%[25.5 µM]	0.5µM*	22%[20.6 µM]	/

One compound at a time, as listed above:
Entry for `COc1ccc(S(=O)(=O)Nc2nnc(CC(C)C)s2)cc1` = Tau fibril ThT = 0%; HttQ103 aggreg = 2%&18%&22%; Tau FP inhib = 7%; HTT ATP protect = 9%&8%&-7%; JMJD2E inh = 2%; ALDH1A1 block = ?; SMN2 splice enh = 0%; Tau fluor cs = 2%
Entry for `COc1cc(C(=O)NCCCCCC(=O)O)cc(OC)c1OC` = Tau fibril ThT = -5%; HttQ103 aggreg = 4%&17%; Tau FP inhib = 9%; HTT ATP protect = 1%&-1%; JMJD2E inh = 2%; ALDH1A1 block = 3%; SMN2 splice enh = -46%[inhibitor]; Tau fluor cs = 2%

Molecules from the list above that contain nitrogen in an aromatic ring, in the order listed:
SMILES	Tau fibril ThT	HttQ103 aggreg	Tau FP inhib	HTT ATP protect	JMJD2E inh	ALDH1A1 block	SMN2 splice enh	Tau fluor cs
COc1ccc(S(=O)(=O)Nc2nnc(CC(C)C)s2)cc1	0%	2%&18%&22%	7%	9%&8%&-7%	2%	?	0%	2%
COc1cc2[nH]c(=O)[nH]c(=O)c2cc1OC	1%	3%[20.6 µM]	1%	-9%	?	?	?	-1%

Fetched one by one from above (two):
SMILES	Tau fibril ThT	HttQ103 aggreg	Tau FP inhib	HTT ATP protect	JMJD2E inh	ALDH1A1 block	SMN2 splice enh	Tau fluor cs
COc1cc2[nH]c(=O)[nH]c(=O)c2cc1OC	1%	3%[20.6 µM]	1%	-9%	?	?	?	-1%
C[C@]12CC[C@@H]3C(=CCc4cc(O)ccc43)[C@@H]1CCC2=O	/	/	/	-2%[40.3 µM]	-28%[25.5 µM]	0.5µM*	22%[20.6 µM]	/
